Screening data: PubChem BioAssay, several laboratories
GPR55 LPI antagonism = GPR55 antagonists blocking LPI-driven arrestin recruitment, primary screen, imaging, U2OS, beta-arrestin-GFP, LPI agonist (AID 2013) | 0.13% of 290,000 active | inhibition, % at 10 µM; hits with a dose series show IC50 in µM | U2OS GPR55 beta-arrestin-GFP translocation imaging, LPI antagonism; higher % means a stronger effect;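 active = spots per cell inhibited over 60%, with over 100 cells counted and total cytoplasm intensity under 500,000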;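 also: U2OS cells stably carrying GPR55 and arrestin-GFP stimulated by 5 µM LPI near EC80; imaged beta-arrestin-GFP aggregate spots per cell after agonist stimulation; plate controls were LPI-stimulated DMSO wells for no effect and DMSO wells without LPI for full effect; some results filed as inactive read as strong as hits; confirmed hits need IC50 under 10 µM and bright autofluorescent wells are also inconclusive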
Myeloid diff MLP = myeloid differentiation induction. ER-HoxA9 myeloid progenitors, lysozyme-GFP differentiation, flow cytometry. 1% of 360,000 active. calls only at 10 µM;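 active = normalized GFP-positive differentiation at or above the plate's own cutoff, the solvent-only control mean plus 3 SD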;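 also: cells exposed to compound for four days before flow analysis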
KOR beta-arrestin-1 = kappa opioid receptor blockers – cell-based, luminescence, uHTS (AID 1778); KOR beta-arrestin recruitment, luminescence, antagonist mode; higher % means a stronger effect; inhibition, % at 10 µM; hits with a dose series show IC50 in µM; 0.091% of 290,000 active; also: strong numbers were not always called active
HIV peptide binding = inhibitors of HIV fusion peptide binding, primary screen, biochemical, uHTS, fluorescence dequenching (AID 1986); inhibition, % at 20 µM, or IC50 in µM where a hit was titrated; cell-free peptide binding, fluorescence dequenching, 30 min; higher % means a stronger effect; 0.3% of 290,000 active; in the data active = inhibition mostly above about 52%, no sharp cut-off; inactive = mostly below about 76%; also: some results filed as inactive read as strong as hits
GPR35 antagonists = GPR35 antagonists blocking zaprinast-driven arrestin recruitment, primary screen, imaging, U2OS, beta-arrestin-GFP, zaprinast agonist (AID 2058); U2OS GPR35 beta-arrestin-GFP translocation imaging, zaprinast antagonism; higher % means a stronger effect; inhibition, % at 10 µM; hits with a dose series show IC50 in µM; 0.052% of 290,000 active;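 active = inhibition of at least 50% with at least 30 cells and total cytoplasm GFP at most 10,000,000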
NOD1 NF-kB reporter = NOD1 signaling inhibitors, primary screen, cell-based, luminescence, uHTS (AID 1578); NOD1-driven NF-kB luciferase reporter cells, luminescence; higher % means a stronger effect; inhibition, % at 4 µM, or EC50 in µM where a hit was titrated; 1% of 290,000 active; in the data active = inhibition mostly above about 36%, no sharp cut-off; inactive = mostly below about 34%;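 also: HEK-293T reporter cells stimulated with the NOD1 agonist gamma-tri-DAP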
NOD2 inhibition = NOD2 signaling inhibitors, cell-based, luminescence, uHTS, HEK293 (AID 1566); HEK293 NOD2/NF-kB luciferase reporter, luminescence; higher % means a stronger effect; inhibition, % at 4 µM, or EC50 in µM where a hit was titrated; 0.63% of 290,000 active; also: many of its hits are not listed in these tables
GPR55 activation = GPR55 agonists via beta-arrestin recruitment, primary screen, imaging, U2OS cells, beta-arrestin-GFP redistribution (AID 1961); one-dose activation, % at 10 µM; EC50 in µM for titrated hits; 0.048% of 290,000 active; U2OS GPR55 beta-arrestin-GFP redistribution imaging; higher % means a stronger effect;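 active = activation above 40% with more than 50 cells counted in the well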;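 also: U2OS osteosarcoma cells stably expressing GPR55 and beta-arrestin-GFP; plate controls were DMSO negative control for no effect and LPI positive control for full effect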
KOR beta-arrestin-2 = kappa opioid receptor activators – cell-based, luminescence, uHTS, primary screen (AID 1777); KOR beta-arrestin recruitment, luminescence; higher % means a stronger effect; activation, % at 10 µM, or EC50 in µM where a hit was titrated; 0.02% of 280,000 active; in the data active = activation above about 50%, passing the limit was not always enough; also: a part of the inactive calls stands beside numbers as strong as those of hits
Myeloid diff MLP GFP+ MAC1+ % = recorded beside Myeloid diff MLP, whose call it bears; GFP+ MAC1+ double positive, %; measured here: differentiation confirmed by MAC1 staining
Starred values were filed as active, the others as inactive; i = inactive; / = no result given; [ ] = another dose, or the depositor's remark. Rule as the data show it, unless noted: active = inhibition above about 50%; inactive = the rest. These rows are one share of the data; the hit share may differ from the screen's.

molecule	KOR beta-arrestin-2	Myeloid diff MLP GFP+ MAC1+ %	GPR35 antagonists	KOR beta-arrestin-1	GPR55 activation	NOD2 inhibition	HIV peptide binding	GPR55 LPI antagonism	NOD1 NF-kB reporter	Myeloid diff MLP
Cc1ccc(S(=O)(=O)NCc2nc(-c3ccccc3)no2)cc1	0.2%	1.5	-11%	2%	-0.1%	1%	-0.6%	11%	-23%	i
CCCS(=O)(=O)N1CCC(C(=O)NCc2ccco2)CC1	-2.0%	1.3	-10%	8%	0.0%	0%	1.3%	-4%	-2%	i
COc1cccc(/C=C/C(=O)OCC(=O)NCC2CCCO2)c1 (centres undefined)	-2.5%	0.1	-3%	-3%	0.4%	9%	-0.3%	9%	-8%	i
O=C(Nc1cccc(Cl)c1)c1cc(F)cc2c1OCOC2	-4.8%	0.4	10%	19%	0.5%	-1%	0.1%	-9%	-4%	i
Cc1ccnc(NC(=O)C2CC(=O)N(c3ccc4c(c3)OCCO4)C2)c1 (centres undefined)	-0.2%	0.6	-6%	1%	-0.1%	-82%	1.5%	-3%	-60%	i
N#CCc1ccc(NC(=O)c2cc(S(=O)(=O)N3CCOCC3)ccc2Cl)cc1	-1.9%	0.4	-2%	18%	0.0%	10%	0.6%	12%	-20%	i
O=C(CCC(=O)N/N=C/c1ccco1)N/N=C/c1ccco1	0.1%	0.3	4%	2%	0.2%	4%	0.2%	8%	-8%	i
CC(=O)OC(C(=O)NCc1ccco1)c1ccncc1 (centres undefined)	2.5%	1.9	7%	14%	0.1%	0%	-1.4%	2%	-12%	i
OCCC1CN(CC(c2ccccc2)c2ccccc2)CCN1C1CCCC1 (centres undefined)	6.3%	0.1	13%	-8%	-0.2%	-7%	-0.5%	18%	-31%	i
Cc1cc(NCc2ccccn2)nc2ccccc12	-5.1%	1.0	-4%	11%	-0.1%	-4%	2.4%	-6%	-22%	i
CC1(C)Oc2ccc(C(=O)NC3CCCC3)cc2N(CC(=O)N2CCOCC2)C1=O	-0.6%	0.8	3%	8%	-0.2%	6%	-2.9%	-2%	-10%	i
Cc1cc2c(=O)n(CC(=O)N3CCN(c4ccc(F)cc4)CC3)cnc2s1	-0.4%	0.4	11%	-96%	-0.3%	-6%	1.3%	4%	-33%	i
CC(=O)NS(=O)(=O)c1ccc(NC(=O)CSc2ccc(Cl)cc2)cc1	0.0%	/	-4%	-15%[20 µM]	0.6%	11%	2.9%	-12%	-4%	/
COc1cc(C(=O)Nc2cc(C(F)(F)F)ccc2-n2cncn2)cc(OC)c1OC	-5.7%	0.4	0%	20%	-0.7%	9%	-0.4%	-11%	-66%	i
COc1ccc(CNCC(O)COc2cccc3c2OC(C)(C)C3)cc1 (centres undefined)	-1.6%	2.3	-6%	-27%	-0.4%	26%	-0.3%	4%	15%	i
OCCC1CN(Cc2c(F)cccc2Cl)CCN1C1CCCCC1 (centres undefined)	/	0.3	11%	9%[20 µM]	-0.1%	9%	-0.5%	2%	-11%	i
O=[N+]([O-])c1cccc(C2=NC(c3ccccc3)CO2)c1 (centres undefined)	-3.1%	1.2	20%	-19%	0.1%	-6%	-1.2%	3%	-29%	i
CCC(C)(C(=O)NC1CCCCC1)N(Cc1ccco1)C(=O)c1ccc2c(c1)OCO2 (centres undefined)	1.2%	1.1	7%	34%	-0.3%	-43%	-1.2%	21%	/	i
C/C=C/C=C\C(=O)Nc1cccc(C2=NOC3(C2)C[C@@H](C(N)=O)N(C(=O)c2cc([N+](=O)[O-])cc([N+](=O)[O-])c2C)C3)c1 (some centres undefined)	1.9%	3.0	-12%	-2%	-0.1%	4%	4.9%	5%	-8%	i
COc1ccc(OCCOCCN2CCN(C)CC2)cc1	-4.9%	0.9	9%	35%	-0.2%	2%	-0.3%	17%	-12%	i
Cn1cccc1Cc1nnc(SCC(N)=O)n1-c1ccc(F)cc1	-2.0%	2.0	8%	7%	0.6%	5%	2.8%	10%	-29%	i
Cc1cc(C)cc(NC(=O)C2CCN(c3cnccn3)CC2)c1	-6.9%	0.6	-16%	5%	-0.4%	7%	1.1%	6%	-3%	i
O=S(=O)(NC1CCCC1)c1cccc(S(=O)(=O)N2CCC(n3nnc4ccccc43)CC2)c1	7.7%	0.6	-8%	-15%	0.2%	-15%	-0.7%	-7%	7%	i
Cc1ccc2occ(/C=N/NC(=O)c3ccc(O)cc3)c(=O)c2c1	-4.6%	1.1	4%	21%	0.2%	-21%	1.3%	17%	42%	i
COc1ccc(C(=O)Nc2nnc(S(=O)(=O)Cc3ccccc3)s2)cc1	2.1%	2.0	-6%	4%	0.2%	28%	1.9%	14%	-22%	i
Cc1cccc(-n2c(N)c(C(=O)N3CCN(C)CC3)sc2=S)c1	8.7%	/	5%	8%	-0.1%	16%	-2.0%	-3%	9%	/
COc1ccc(N(CC(=O)Nc2cccc3ccccc23)S(C)(=O)=O)cc1	12%	0.2	6%	-24%[20 µM]	-0.3%	0%	-1.9%	4%	-6%	i
COc1cc(/C=C2/C(=O)N(c3ccc([N+](=O)[O-])cc3)N=C2N2CCOCC2)ccc1O	-2.0%	0.1	-2%	20%	0.6%	24%	-0.8%	-10%	6%	i
CCOC(=O)c1c(C)oc(NC(=O)COc2ccc(Cl)cc2C)c1C#N	-8.6%	2.7	2%	/	0.4%	-5%	0.0%	9%	-5%	i
CCCOc1ccc(CNC(=O)c2ccc3nc(N4CCOCC4)sc3c2)cc1	4.1%	2.9	10%	-289%[20 µM]	-0.1%	8%	0.0%	7%	-6%	i

Some of these compounds in order of length of the SMILES, low to high:
molecule	KOR beta-arrestin-2	Myeloid diff MLP GFP+ MAC1+ %	GPR35 antagonists	KOR beta-arrestin-1	GPR55 activation	NOD2 inhibition	HIV peptide binding	GPR55 LPI antagonism	NOD1 NF-kB reporter	Myeloid diff MLP
Cn1cccc1Cc1nnc(SCC(N)=O)n1-c1ccc(F)cc1	-2.0%	2.0	8%	7%	0.6%	5%	2.8%	10%	-29%	i
Cc1cccc(-n2c(N)c(C(=O)N3CCN(C)CC3)sc2=S)c1	8.7%	/	5%	8%	-0.1%	16%	-2.0%	-3%	9%	/
CCOC(=O)c1c(C)oc(NC(=O)COc2ccc(Cl)cc2C)c1C#N	-8.6%	2.7	2%	/	0.4%	-5%	0.0%	9%	-5%	i

(further entries)
molecule	KOR beta-arrestin-2	Myeloid diff MLP GFP+ MAC1+ %	GPR35 antagonists	KOR beta-arrestin-1	GPR55 activation	NOD2 inhibition	HIV peptide binding	GPR55 LPI antagonism	NOD1 NF-kB reporter	Myeloid diff MLP
O=C(Nc1ccn(-c2ccccc2)n1)c1ccc(S(=O)(=O)N2CCCCCC2)cc1	-3.6%	8.5	0%	24%	-0.3%	25%	1.0%	10%	29%	i
CCN(CC)c1nc(-c2ccccc2)nc2ccccc12	-0.7%	0.9	7%	-19%	-0.2%	1%	-0.5%	34%	-22%	i
O=C(NCc1ccccn1)C(=O)NCC(c1ccco1)N1CCN(c2ccc(F)cc2)CC1 (centres undefined)	-5.7%	0.3	7%	7%	-0.6%	18%	0.4%	4%	-8%	i
Cn1cccc1/C=N/NC(=O)CNc1ccc2ccccc2c1	5.9%	0.5	-21%	25%	-0.3%	13%	-4.0%	-6%	-2%	i
COc1cc(NC(=O)c2ccc3c(c2)OCCO3)ccc1NC(=O)c1ccccc1Cl	-0.5%	0.8	-10%	14%	0.2%	17%	-0.1%	11%	-30%	i
CCCCN1C(=O)NC(NC(=O)C2CC2)(C(F)(F)F)C1=O (centres undefined)	3.4%	0.9	-8%	-36%	1.0%	-8%	1.0%	-8%	-2%	i
CCC(=O)Nc1c(S(=O)(=O)c2ccccc2)c2nc3ccccc3nc2n1Cc1ccccc1	1.2%	0.3	-4%	11%	0.3%	11%	3.1%	15%	-32%	i
Cc1occc1C(=O)NNC(=S)NCc1ccc(Cl)cc1	1.2%	0.6	12%	22%	-0.4%	-7%	-1.0%	-6%	-19%	i
Cc1cccc(NC(=S)Nc2ccc(N3CCOCC3)cc2)c1C	-3.2%	0.8	15%	15%	0.0%	-14%	-0.5%	6%	5%	i
O=C(NNC(=O)c1c(O)c2ccccc2[nH]c1=O)c1ccccc1Br	3.4%	2.0	-3%	-34%	-0.1%	12%	1.5%	0%	-13%	i
CC(C)C(C(=O)NCC1CCCO1)N(Cc1ccccc1)C(=O)CNS(=O)(=O)c1ccccc1 (centres undefined)	3.6%	1.1	12%	-52%	0.0%	-34%	0.4%	-8%	40%	i
CC1=C(C(=O)OCc2ccccc2)C(c2ccc(Br)cc2)NC(=O)N1CCCC(=O)O (centres undefined)	-2.2%	/	5%	-50%[20 µM]	-0.2%	-7%	1.9%	-1%	-16%	/
O=C(NCCCN1CCOCC1)c1cnn2c(-c3ccccc3)cc(-c3ccccc3)nc12	-2.6%	8.1	2%	-16%	-0.2%	1%	2.2%	12%	-45%	i
Cc1ccc(N(CC(=O)NCc2ccc(Cl)cc2)S(C)(=O)=O)cc1	-4.9%	0.9	-9%	19%[20 µM]	-0.1%	2%	0.5%	19%	-18%	i
O=C(c1cc(-c2ccc(O)cc2)on1)N1CCCc2ccccc21	3.0%	2.8	5%	0%	-0.2%	-41%	-0.5%	1%	-24%	i
CCOC(=O)c1cnn(-c2nc3c(C)cccc3s2)c1C	2.4%	0.6	6%	-32%	0.2%	7%	1.7%	6%	-8%	i
COc1cc(C(=O)NCCSc2ccc(Cl)cc2)cc(OC)c1OC	2.6%	0.4	12%	-6%	-0.1%	20%	-0.7%	7%	-15%	i
CCn1c(SCC(=O)Nc2ccc(NC(C)=O)cc2)nnc1C1CC1	5.7%	0.4	3%	-29%	-0.3%	15%	0.1%	-4%	11%	i
COC(=O)c1cc2c(s1)-c1ccccc1CC2	-4.7%	0.6	1%	22%	-0.4%	-5%	0.1%	-15%	-9%	i
COc1ccc(CCNC(=O)COc2ccc(-c3ccc(C)cc3)cc2)cc1OC	-2.5%	1.2	-7%	-2%	-0.2%	16%	2.0%	10%	-2%	i
COc1ccc(CNS(=O)(=O)NCc2ccccc2F)cc1	-20%	0.4	-7%	8%	-0.1%	7%	-1.8%	-2%	0%	i
Clc1ccc(CN2CCN(/N=C/c3ccco3)CC2)cc1	1.1%	0.5	-2%	-10%	-0.6%	12%	-1.3%	11%	-16%	i
COc1ccc(C(C)=O)cc1COc1ccc(Cl)cc1Cl	1.6%	0.0	4%	11%	0.2%	-19%	1.6%	-3%	-6%	i
CC(C)CNC(=O)CN1C(=O)NC2(CCc3ccccc32)C1=O (centres undefined)	-4.8%	1.0	7%	-41%	0.1%	3%	-0.4%	-6%	-18%	i
